ERp5 block – ERp5 (human) disulfide isomerase inhibition | Q15084 | 350,000 tested, 0.05% active | ERp5 insulin aggregation, absorbance 650 nm, 90 min | inhibition, % at 9.99 µM;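 active = mean replicate inhibition above about 25%, with every replicate also reaching it, limit read from the data, passing the limit was not always enough; inconclusive = only one of those two criteria met; inactive = neither criterion met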
Target sequence (Q15084 whole entry, looked up): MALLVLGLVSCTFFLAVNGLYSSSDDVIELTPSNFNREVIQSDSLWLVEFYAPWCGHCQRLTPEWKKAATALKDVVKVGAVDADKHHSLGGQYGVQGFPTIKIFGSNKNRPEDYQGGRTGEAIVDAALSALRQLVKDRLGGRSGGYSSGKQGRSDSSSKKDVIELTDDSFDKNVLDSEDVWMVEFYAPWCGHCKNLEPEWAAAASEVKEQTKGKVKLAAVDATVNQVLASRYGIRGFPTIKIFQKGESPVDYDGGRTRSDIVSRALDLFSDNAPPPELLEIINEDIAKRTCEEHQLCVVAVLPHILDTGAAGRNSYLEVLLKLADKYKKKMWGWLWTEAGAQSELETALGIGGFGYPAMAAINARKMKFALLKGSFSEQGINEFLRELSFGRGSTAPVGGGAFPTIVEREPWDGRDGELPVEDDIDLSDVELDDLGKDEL
DENV2 CPE rescue – DENV2-induced cell death inhibition; DENV2-infected cells, cytopathic effect rescue, plate reader; CPE inhibition, % at 9.99 µM; 350,000 tested, 1.7% active; AID 651640; in the data active = CPE inhibition above about 20%, passing the limit was not always enough; inconclusive = no clear call, values can overlap the other calls; tested in BHK-21 cells;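 also: 0% = median of neutral control wells and 100% = median of positive control wells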
PglD inh – inhibitors of Campylobacter jejuni PglD acetyltransferase; inhibition, % at 12.5 µM; purified PglD enzyme, DTNB colorimetric CoA detection; 360,000 tested, 0.098% active; in the data active = inhibition above about 16%, passing the limit was not always enough; inconclusive = no clear call, values can overlap the other calls; also: strong numbers were not always called active
E-sel inducer – E-selectin induction on HUVECs; P16581; HUVEC E-selectin immunofluorescence imaging; normalized: neutral wells 0, TNF-alpha wells 100; activation, % at 7.58 µM; 260,000 tested, 0.37% active;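 active = mean E-selectin-positive cell signal at least 10% of the positive control, reached in at least 60% of replicates, without over 20% cell loss; inconclusive = no rule given, readout overlaps actives, possibly toxicity-flagged; inactive = the rest, including those meeting only one limit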;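 also: in these data hits start at about 27%; measured in HUVEC primary endothelial cells; signal is the percent of cells scored E-selectin positive by PE staining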
Target sequence (P16581 whole entry, looked up): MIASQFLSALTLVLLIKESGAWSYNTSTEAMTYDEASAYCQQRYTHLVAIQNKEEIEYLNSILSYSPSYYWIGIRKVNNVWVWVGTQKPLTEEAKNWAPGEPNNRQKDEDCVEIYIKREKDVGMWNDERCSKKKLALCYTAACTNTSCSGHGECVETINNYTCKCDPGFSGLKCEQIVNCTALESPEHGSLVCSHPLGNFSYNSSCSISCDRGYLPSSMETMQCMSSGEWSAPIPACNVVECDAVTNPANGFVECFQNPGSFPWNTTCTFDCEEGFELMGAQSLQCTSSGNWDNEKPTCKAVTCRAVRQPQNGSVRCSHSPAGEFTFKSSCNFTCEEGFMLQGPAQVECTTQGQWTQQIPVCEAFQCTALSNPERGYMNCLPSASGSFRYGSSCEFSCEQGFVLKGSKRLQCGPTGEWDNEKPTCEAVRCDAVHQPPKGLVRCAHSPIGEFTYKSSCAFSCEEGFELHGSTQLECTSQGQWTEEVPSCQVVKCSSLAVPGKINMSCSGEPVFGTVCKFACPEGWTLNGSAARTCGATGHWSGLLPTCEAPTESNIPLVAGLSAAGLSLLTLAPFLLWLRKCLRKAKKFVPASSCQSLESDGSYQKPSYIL
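System: HUVEC / Compound: single concentration / Signal: immunofluorescence imaging / Read-out: percent E-selectin-positive cells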
C2C12 statin – suppression of simvastatin myotoxicity. AID 602340. rescue of ATP level, % at 7.49 µM. 330,000 tested, 0.78% active. C2C12 myotubes + simvastatin, ATP luminescence, 48 h; scaled: DMSO 0, geranylgeraniol control 100;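 active = mean ATP rescue above about 67%, or every replicate alone reaching that limit, limit read from the data, passing the limit was not always enough; inconclusive = no clear call, values can overlap the other calls; inactive = mean under the limit and some replicate under it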;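 also: myotubes were challenged with 10 µM simvastatin during compound exposure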
S100A4 inh HTS – blocks human S100A4 binding to myosin IIA peptide. P26447. S100A4/TAMRA-MyoIIA peptide fluorescence polarization. inhibition, % at 10.7 µM. 360,000 tested, 0.14% active. AID 652163;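 active = mean inhibition of at least 70% across replicates, with every replicate also reaching that level; inconclusive = mean inhibition reaches 70% but some replicates fall short; inactive = mean inhibition below 70%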
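Test system: S100A4 monomer protein. Medium: HEPES buffer with Ca2+, pH 7.2. Reagent: fluorescent myosin IIA peptide, 5 nM. Compound dosing: single-point compound testing. Timing: 5 min between mix addition and reading. Benchmarks: DMSO neutral and TFP positive wells.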
SIRT5 block – blocks human SIRT5 desuccinylation of peptide. Q9NXA8. Purified SirT5, succinyl-peptide AMC, trypsin-coupled fluorescence. inhibition, % at 15 µM. 330,000 tested, 1.1% active. AID 652115; in the data active = inhibition above about 15%; inconclusive = no clear call, values can overlap the other calls
The depositor's hits bear a star; ? = inconclusive; / = no result given. An excerpt; count on the stated rates, not on these rows.

SMILES | ERp5 block | DENV2 CPE rescue | PglD inh | E-sel inducer | C2C12 statin | S100A4 inh HTS | SIRT5 block
O=C(OCc1ccccc1)N1CCCC2CC1c1ccccc12 (centres undefined) | -9 | 44* | -1 | / | -6 | -2 | -2
O=C(NCCCN1CCOCC1)c1ccc2c(=O)n(Cc3ccccc3)c(=S)[nH]c2c1 | -1 | 1 | -1 | 0.4 | -8 | 0 | -6
CC(C)(CNC(=O)c1cc2c(s1)CCCC2)N1CCOCC1 | 4 | 2 | / | 7.1 | 3 | 1 | 10
CCOc1ccc(N=Nc2c(C)[nH]n(-c3ccccc3)c2=O)cc1 | 20 | ? | -1 | / | -7 | -22 | 0
CCS(=O)(=O)Nc1ccc2c(c1)C(=O)N(C)C[C@H](OC)[C@@H](C)CN(Cc1nccs1)[C@H](C)CO2 | -3 | 14 | -2 | -0.1 | -6 | -20 | -2
COc1c(Cl)cc(Cl)cc1CNCCO | 2 | -8 | / | / | / | -3 | 3
O=C1C2C3C=CC(CC3)C2C(=O)N1c1ccc(Br)cc1 (centres undefined) | 0 | ? | 1 | / | 4 | -2 | -1
C[C@@H]1CN([C@@H](C)CO)C(=O)Cc2cc(NC(=O)Nc3ccc(C(F)(F)F)cc3)ccc2O[C@H]1CN(C)C(=O)Nc1ccc(F)cc1 | -10 | -2 | -2 | -0.2 | 28 | 12 | 2
CCS(=O)(=O)CCSc1nc2c(cc1C#N)CCCC2 | -3 | 2 | / | / | / | -3 | 4
CC1CCC(NC(=O)C(=O)Nc2ccc3c(c2)OCO3)CC1 (centres undefined) | -8 | -2 | 4 | 0.0 | -1 | 7 | -5
Cn1nc(-c2ccccc2)c2cc([N+](=O)[O-])ccc21 | 3 | 9 | 7 | / | -8 | 27 | -2
CCCNC(=O)c1nnsc1Sc1ccc(Cl)cc1 | 6 | 0 | -3 | / | -5 | -3 | -2
COc1ccc(-c2csc(C3=C(O)CN(Cc4ccc(Cl)cc4)C3=N)n2)cc1OC | 0 | / | -1 | / | -6 | -2 | 0
COc1ccc2c3c(n(C)c2c1)[C@@H](CO)N(C(=O)c1ccccn1)CC31CN(C)C1 | 1 | -1 | / | -0.2 | / | 1 | /
COc1ccccc1NC(=O)/C(=C\c1cccs1)NC(=O)c1ccco1 | -9 | -2 | 0 | 0.4 | -4 | 3 | 1
CC(C)NC(=O)Nc1ccc2c(c1)C(=O)N([C@H](C)CO)C[C@H](C)[C@@H](CN(C)S(=O)(=O)c1cn(C)cn1)OCCCC[C@H](C)O2 | 5 | -6 | -1 | / | / | -2 | -2
COc1ccccc1C(C)NC(=O)Cc1ccsc1 (centres undefined) | -2 | -5 | -1 | / | -5 | -7 | -5
CN(Cc1ccccc1)C(=O)c1ccc(NC(=O)Cc2ccc(NC(=O)C3CCN(C(=O)CCc4ccccc4)CC3)cc2)cc1 | 0 | ? | 3 | 0.8 | -6 | 40 | /
O=C(NCCc1ccccc1)c1ccc(NC(=O)C2CCC2)cc1 | 3 | 0 | -3 | 1.3 | -4 | 6 | 0
Nc1cc(S(=O)(=O)Nc2cc(Cl)ccc2Cl)ccc1N1CCCC1 | 0 | -2 | / | -0.7 | 14 | -19 | -3
COc1cccc(Nc2nc3ccccc3nc2-n2nc(C)cc2C)c1 | 9 | -3 | -1 | 0.0 | -18 | -2 | /
Cc1cccc(Oc2ccccc2NS(=O)(=O)c2ccc(CCC(=O)O)cc2)c1 | -9 | -12 | 2 | -0.8 | -2 | 5 | 2
O=C(Nc1ccc(Oc2cccnc2)cc1)C1CCCCN1Cc1ccc(CO)o1 (centres undefined) | 2 | -8 | -5 | / | 1 | -19 | 0
COc1ccc(-n2nc3c(c2NC(=O)c2ccc(S(=O)(=O)N4CCOCC4)cc2)CS(=O)C3)cc1 (centres undefined) | -2 | -3 | / | / | / | -16 | -2
CC(=O)c1ccc(OCc2cc(C(=O)N3CCC(Oc4ccccc4C)CC3)no2)cc1 | 4 | 2 | -2 | -0.1 | / | -15 | 1

Exported as a markdown table: entries from further up.
| canonical_smiles | ERp5 block | DENV2 CPE rescue | PglD inh | E-sel inducer | C2C12 statin | S100A4 inh HTS | SIRT5 block |
| --- | --- | --- | --- | --- | --- | --- | --- |
| CC1CCC(NC(=O)C(=O)Nc2ccc3c(c2)OCO3)CC1 (centres undefined) | -8 | -2 | 4 | 0.0 | -1 | 7 | -5 |
| Cn1nc(-c2ccccc2)c2cc([N+](=O)[O-])ccc21 | 3 | 9 | 7 | / | -8 | 27 | -2 |
| CCCNC(=O)c1nnsc1Sc1ccc(Cl)cc1 | 6 | 0 | -3 | / | -5 | -3 | -2 |
| COc1ccc(-c2csc(C3=C(O)CN(Cc4ccc(Cl)cc4)C3=N)n2)cc1OC | 0 | / | -1 | / | -6 | -2 | 0 |
| COc1ccc2c3c(n(C)c2c1)[C@@H](CO)N(C(=O)c1ccccn1)CC31CN(C)C1 | 1 | -1 | / | -0.2 | / | 1 | / |
| COc1ccccc1NC(=O)/C(=C\c1cccs1)NC(=O)c1ccco1 | -9 | -2 | 0 | 0.4 | -4 | 3 | 1 |
| CC(C)NC(=O)Nc1ccc2c(c1)C(=O)N([C@H](C)CO)C[C@H](C)[C@@H](CN(C)S(=O)(=O)c1cn(C)cn1)OCCCC[C@H](C)O2 | 5 | -6 | -1 | / | / | -2 | -2 |
| COc1ccccc1C(C)NC(=O)Cc1ccsc1 (centres undefined) | -2 | -5 | -1 | / | -5 | -7 | -5 |
| CN(Cc1ccccc1)C(=O)c1ccc(NC(=O)Cc2ccc(NC(=O)C3CCN(C(=O)CCc4ccccc4)CC3)cc2)cc1 | 0 | ? | 3 | 0.8 | -6 | 40 | / |
| O=C(NCCc1ccccc1)c1ccc(NC(=O)C2CCC2)cc1 | 3 | 0 | -3 | 1.3 | -4 | 6 | 0 |
| Nc1cc(S(=O)(=O)Nc2cc(Cl)ccc2Cl)ccc1N1CCCC1 | 0 | -2 | / | -0.7 | 14 | -19 | -3 |
| COc1cccc(Nc2nc3ccccc3nc2-n2nc(C)cc2C)c1 | 9 | -3 | -1 | 0.0 | -18 | -2 | / |

Following part.
SMILES | ERp5 block | DENV2 CPE rescue | PglD inh | E-sel inducer | C2C12 statin | S100A4 inh HTS | SIRT5 block
CCOC(=O)C1=C(C)N(C[C@@H]2CC[C@@H](Cc3ccc(-c4ccccc4)cc3)O2)C(=O)NC1c1ccc(Cl)cc1 (some centres undefined) | 2 | -4 | -1 | -0.1 | -29 | 3 | -4
CCC(C(=O)NC1CCCC1)n1nc(C)n2c(cc3occc32)c1=O (centres undefined) | 4 | 9 | 3 | / | 3 | 0 | 1
C[C@@H]1CN([C@H](C)CO)C(=O)c2cc(NC(=O)Nc3ccc(C(F)(F)F)cc3)ccc2O[C@@H](C)CCCCO[C@H]1CN(C)Cc1ccc(Cl)c(Cl)c1 | 0 | 3 | 3 | 0.0 | -250 | 26 | -4
Cc1ccc(S(=O)(=O)c2nc(-c3ccco3)oc2N2CCC(C)CC2)cc1 | 0 | 9 | -5 | -0.4 | 6 | -4 | -3
CCC(C(=O)NC1CCCC1)N(C(=O)Cn1nnc(-c2ccc(C)o2)n1)c1ccc(OC)c(OC)c1 (centres undefined) | -3 | -2 | 8 | / | 5 | -3 | -4
C=CCNc1oc(COc2ccc(C)cc2)nc1C#N | -9 | -2 | -3 | / | 4 | 49 | /
O=C(c1ccncc1)N(c1ccc2oc3c(c2c1)CCCC3)S(=O)(=O)c1cccc([N+](=O)[O-])c1 | 1 | 16 | / | -1.9 | / | 2 | -1
CC1CN(C(=O)CCC(=O)NCc2ccccc2)c2ccccc2S1 (centres undefined) | 2 | 9 | 0 | -0.5 | -3 | -1 | 0
CCC1C(=O)NCCN1C(=O)c1ccc(OC)c(OC2CCN(C(C)=O)CC2)c1 (centres undefined) | 8 | -5 | -1 | -0.1 | -3 | 8 | 0
CN(C)c1ccc(NC(=O)c2ccc(Cn3cc([N+](=O)[O-])cn3)cc2)cc1 | 7 | -2 | 5 | / | -19 | -1 | -2
CCOC(=O)c1c(NC(=O)Cn2nc(C(F)(F)F)cc2C)sc2c1CCC2 | 5 | -3 | / | / | / | -4 | -1
C[C@H](CO)N1C[C@H](C)[C@H](CN(C)Cc2ccc(Oc3ccccc3)cc2)Oc2ccc(NC(=O)C3CC3)cc2C1=O | 2 | -1 | 1 | / | -16 | 27 | 12
COc1ccccc1N1C(=O)C2C(c3ccccc3F)NN(C(=O)c3ccc(C)cc3)C2C1=O (centres undefined) | -3 | -3 | 3 | -0.2 | 4 | -1 | /
CCC(=O)Nc1ccc2c(c1)C(=O)N(C)C[C@H](OC)[C@@H](C)CN(CCc1ccccc1)[C@@H](C)CO2 | 4 | -9 | 2 | 0.2 | 3 | 1 | 0
O=C1OC[C@@H]2CCCN2C(=O)[C@@H](CC(=O)N(CCO)Cc2ccccc2)C/C=C\C[C@H]1Cc1ccc(F)cc1 | 0 | -2 | -4 | 0.3 | 12 | -2 | 1
NC(=O)N/N=C/c1c(O)ccc2oc3c(c12)CCCC3 | -3 | -4 | / | / | / | -12 | 1
Cc1nnc(SCC(=O)N2CCCC2)n1-c1ccc(F)cc1 | -2 | 3 | 2 | -0.1 | 9 | 1 | 2
CCn1c(SCC(=O)Nc2cc(Cl)ccc2OC)nnc1C1CC1 | 1 | -5 | 8 | / | -6 | -3 | -2
O=C(Cc1ccc(Cl)c(Cl)c1)N1CCOCC1 | -4 | 17 | -2 | 0.0 | 18 | -1 | -1
C[C@@H]1CN([C@H](C)CO)C(=O)Cc2cc(NS(C)(=O)=O)ccc2O[C@@H]1CN(C)CC1CC1 | 2 | -4 | -1 | -0.2 | 8 | 19 | 17*
CCOc1ccc(C(=O)NC2CC(=O)N(c3ccc4c(c3)OCCO4)C2)cc1 (centres undefined) | 7 | 14 | 4 | / | 31 | -8 | 0
C[C@H](CO)N1C[C@H](C)[C@@H](CN(C)S(=O)(=O)c2ccc(F)cc2)OCCCC[C@H](C)Oc2ccc(NS(C)(=O)=O)cc2C1=O | -3 | 27* | 3 | 0.1 | -26 | -23 | 7
COc1ccc(CNC(=O)Cn2cnc3c(SC)nc(N)nc32)cc1 | 4 | 2 | -2 | / | 7 | 1 | 0
O=C(OCC(=O)N(c1ccccc1)C1CCCCC1)c1ccc(CO)cc1 | -1 | 10 | -3 | / | 2 | -2 | 3
CCC1CCCCN1S(=O)(=O)c1ccc(NC(=O)c2ccncc2)cc1 (centres undefined) | 1 | 1 | 2 | 1.9 | -17 | -3 | 1
The list goes on.
SMILES | ERp5 block | DENV2 CPE rescue | PglD inh | E-sel inducer | C2C12 statin | S100A4 inh HTS | SIRT5 block
CC(=O)N1CCc2cc([N+](=O)[O-])ccc21 | 2 | ? | 4 | 2.2 | 0 | 33 | -1
CCc1ccc(NC(=O)CCC(=O)c2ccc(C)cc2)cc1 | 4 | ? | 2 | 0.1 | -8 | -9 | -3
C[C@H](CO)N1C[C@H](C)[C@@H](CN(C)Cc2cccc(C(=O)O)c2)Oc2cc(C3=CCCC3)ccc2S1(=O)=O | -1 | 4 | 1 | 0.0 | -45 | 4 | 5
O=C(COC(=O)c1ccccc1NS(=O)(=O)c1cccs1)NCC12CC3CC(CC(C3)C1)C2 | 4 | 2 | -2 | -1.3 | / | -4 | -6
CCCNC(=O)C[C@@H]1CC[C@@H]2[C@@H](COc3ccc(NC(=O)COC)cc3C(=O)N2C)O1 | / | 11 | -1 | 0.0 | 3 | / | /
C[C@@H]1CN([C@H](C)CO)C(=O)c2cc(NC(=O)Nc3ccc(C(F)(F)F)cc3)ccc2O[C@@H](C)CCCCO[C@@H]1CN(C)S(=O)(=O)c1cccs1 | 5 | -6 | 2 | 0.4 | -32 | -7 | 9

Compound activity deposited in PubChem by Broad Institute.
